SIRT5 block: inhibitors of human sirtuin-5 desuccinylase; Q9NXA8; Purified SirT5, succinyl-peptide AMC, trypsin-coupled fluorescence; inhibition, % at 15 µM; 1.1% of 330,000 active; AID 652115; in the data active = inhibition above about 15%
Target sequence (Q9NXA8 whole entry, looked up): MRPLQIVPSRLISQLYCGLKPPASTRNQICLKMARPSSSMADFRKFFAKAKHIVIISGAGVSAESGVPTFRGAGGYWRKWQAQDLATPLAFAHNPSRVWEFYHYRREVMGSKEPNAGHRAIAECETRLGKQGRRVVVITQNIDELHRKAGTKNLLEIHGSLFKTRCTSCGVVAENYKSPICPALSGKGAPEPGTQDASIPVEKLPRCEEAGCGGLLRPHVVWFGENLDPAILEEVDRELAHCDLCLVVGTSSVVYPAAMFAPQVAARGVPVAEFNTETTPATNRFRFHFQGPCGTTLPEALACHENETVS
Statin myotox sup: suppressors of simvastatin-induced myotoxicity in C2C12 myotubes | 0.78% of 330,000 active | rescue of ATP level, % at 7.49 µM | ATP luminescence, 48 h; scaled: DMSO 0, geranylgeraniol control 100;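 active = mean ATP rescue above about 67%, or every replicate alone reaching that limit, limit read from the data, passing the limit was not always enough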;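 also: myotubes were challenged with 10 µM simvastatin during compound exposure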
esBAF inh: inhibitors of esBAF chromatin remodeling in mouse ES cells. AID 602393. 2% of 350,000 active. reporter increase, % at 12.5 µM. Bmi1-luciferase knock-in reporter, 24 h; 100% = twice the neutral-well signal; in the data active = activation above about 40%;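 also: 0% = median of the plate's neutral control wells and 100% = double that signal; a rise in the Bmi1 reporter signal indicates esBAF inhibition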
miR122 inh: miR-122 inhibition in Huh7 cells | activation (reporter increase), % at 12.5 µM | 0.3% of 340,000 active | Huh7 miR-122 Renilla luciferase sensor, 48 h; neutral wells = 0, positive control = 100;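 active = mean replicate activation score at least 90 and every replicate individually at or above 90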;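 also: higher luciferase means less miR-122 activity so hits act as miR-122 inhibitors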
ARNT TACC3 PPI: disruptors of human ARNT/TACC3 interaction; AlphaScreen His-ARNT PAS-B/GST-TACC3 binding, luminescence; TACC3 fragment carries E629A point mutation; 0.66% of 390,000 active; inhibition, % at 9.99 µM; AID 623870; Q9Y6A5;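 active = mean inhibition of replicates at least 50% and at least half of replicates each reaching 50%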;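 also: 0% = complete ARNT plus TACC3 wells and 100% = ARNT alone without TACC3; many hits fall short of the cut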
ERp5 block: inhibitors of human ERp5; inhibition, % at 9.99 µM; ERp5 insulin aggregation, absorbance 650 nm, 90 min; Q15084; 0.05% of 350,000 active; AID 651711;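 active = mean replicate inhibition above about 25%, with every replicate also reaching it, limit read from the data, passing the limit was not always enough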
Target sequence (Q15084 whole entry, looked up): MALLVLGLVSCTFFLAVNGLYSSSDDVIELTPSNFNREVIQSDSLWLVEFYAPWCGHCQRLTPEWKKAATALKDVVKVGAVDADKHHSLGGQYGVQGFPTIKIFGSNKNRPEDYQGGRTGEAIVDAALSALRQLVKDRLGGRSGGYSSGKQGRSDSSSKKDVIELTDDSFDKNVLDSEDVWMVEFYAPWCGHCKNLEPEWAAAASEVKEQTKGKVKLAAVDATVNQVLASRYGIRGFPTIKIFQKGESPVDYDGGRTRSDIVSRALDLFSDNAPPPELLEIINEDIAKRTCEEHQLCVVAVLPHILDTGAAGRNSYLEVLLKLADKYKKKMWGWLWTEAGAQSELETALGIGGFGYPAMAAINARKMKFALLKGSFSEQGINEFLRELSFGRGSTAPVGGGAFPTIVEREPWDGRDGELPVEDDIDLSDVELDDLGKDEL
Cneo AK release: causes C. neoformans cell lysis | lysis activity, % at 15 µM | 0.2% of 360,000 active | adenylate kinase release luminescence, 4 h; normalised: neutral wells 0, clomiphene wells 100;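 active = mean lysis activity across replicates of at least 80%, whatever share of replicates individually reach that level; inactive = mean lysis activity below 80%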
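Material – Cryptococcus neoformans yeast cells · Quantity – 5 × 10^6 yeast cells/mL · Buffer or medium – YPD medium · Compound – single dose · Timing – 4 h static compound exposure, 37 °C, read 1 h post-reagent · Signal – adenylate kinase release luminescence · Read-out basis – lysis from increased AK signal · Benchmarks – Clomiphene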
An asterisk follows results filed as active; x = no result given; [ ] = remark or other dose.

SMILES | SIRT5 block | Statin myotox sup | esBAF inh | miR122 inh | ARNT TACC3 PPI | ERp5 block | Cneo AK release
COc1ccc(CNC(=O)C[C@H]2CC[C@@H]3[C@@H](COc4ccc(NC(=O)C(C)C)cc4C(=O)N3C)O2)cc1 | -8 | -9 | 3 | -17[16.7 µM] | 0 | 2 | 3
CN1CCN(C(=O)C2CCC(=O)N(CCc3cccc(F)c3)C2)CC1 (configuration not stated) | -1 | x | x | -1 | -1 | 0 | 1
O=C1CC(c2ccc(O)cc2)Oc2cc(O)cc(O)c21 (configuration not stated) | 2 | 4 | 19 | -5 | -2 | -3 | 0
CCC1CCCCN1C(=O)COc1ccccc1NC(C)=O (configuration not stated) | -5 | 4 | 3 | 0 | 1 | -6 | x
Cc1cc(OC(=O)C2CC2)c([N+](=O)[O-])c(=O)[nH]1 | -1 | x | x | x | -7 | 5 | x
Cc1ccc(C2(CCNC(C)c3cccs3)CCOC(C(C)C)C2)cc1 (configuration not stated) | -3 | -9 | -2 | -4 | 1 | 5 | 1
Cc1cc(NC(=O)c2cccc(S(=O)(=O)N(C)C)c2)n(-c2ccccn2)n1 | x | 11 | -5 | -6 | -1 | x | 0
Cc1ccc(NC(=O)CN2C(=O)N/C(=C/c3ccc(C)s3)C2=O)cc1 | x | -17 | 10 | -5 | x | x | 1
N#Cc1ccccc1S(=O)(=O)Nc1ccc2c(c1)C(=O)OC2 | -3 | 13 | 8 | 0 | 0 | x | 0
COc1cc(OC)c(C2Nc3ccccc3NC3=C2C(=O)CC(C)(C)C3)cc1OC (configuration not stated) | 5 | 10 | 2 | -3 | -2 | 2 | -4

The closing 5 compounds of the part before open the next one.
SMILES | SIRT5 block | Statin myotox sup | esBAF inh | miR122 inh | ARNT TACC3 PPI | ERp5 block | Cneo AK release
Cc1ccc(C2(CCNC(C)c3cccs3)CCOC(C(C)C)C2)cc1 (configuration not stated) | -3 | -9 | -2 | -4 | 1 | 5 | 1
Cc1cc(NC(=O)c2cccc(S(=O)(=O)N(C)C)c2)n(-c2ccccn2)n1 | x | 11 | -5 | -6 | -1 | x | 0
Cc1ccc(NC(=O)CN2C(=O)N/C(=C/c3ccc(C)s3)C2=O)cc1 | x | -17 | 10 | -5 | x | x | 1
N#Cc1ccccc1S(=O)(=O)Nc1ccc2c(c1)C(=O)OC2 | -3 | 13 | 8 | 0 | 0 | x | 0
COc1cc(OC)c(C2Nc3ccccc3NC3=C2C(=O)CC(C)(C)C3)cc1OC (configuration not stated) | 5 | 10 | 2 | -3 | -2 | 2 | -4
CO[C@H]1CN(C)C(=O)c2cc(C#N)ccc2OCC[C@@H]2CC[C@@H](OC)[C@H](CN(C)C(=O)[C@@H]1C)O2 | -4 | -18 | -1 | x | -11 | 11 | 4
COc1ccc(C(=O)NNC(=S)NC(=O)c2ccccc2[N+](=O)[O-])cc1 | -1 | x | x | x | 3 | 9 | x
Cc1cc(C)n(C(=O)CCCCCCCCC(=O)n2nc(C)cc2C)n1 | x | -1 | -18 | -7 | -7 | x | 0
Cc1cccc(S(=O)(=O)N2CC[C@@H]3[C@@H](CO)N(C)c4ccc(Br)cc4[C@@H]32)c1 | x | 61 | -2 | 26[16.7 µM] | 8 | 1 | -12
O=C(CO/N=C/c1ccc(Cl)cc1Cl)NNC(=O)c1ccc(Cl)cc1Cl | 2 | x | x | x | -9 | 3 | x
Nc1ccn(C2OC(COP(=O)(O)O)C(O)C2O)c(=O)n1 (configuration not stated) | -3 | x | x | 24 | 4 | -13 | x
C=CCOc1cccc(C2/C(=C(\O)c3ccc4c(c3)OCCO4)C(=O)C(=O)N2CCN2CCOCC2)c1 (configuration not stated) | 1 | 24 | -4 | 7 | -1 | -5 | 0
Cc1noc(C)c1NC(=O)N(C)C[C@H]1OCCCC[C@@H](C)Oc2ccc(NS(=O)(=O)c3c(C)noc3C)cc2C(=O)N([C@H](C)CO)C[C@@H]1C | 28* | 0 | -5 | 7[16.7 µM] | -11 | -2 | -7
Cc1cccc(OCCCn2c(=O)oc3ccccc32)c1 | -2 | -4 | 48* | -2 | 1 | 6 | -5
c1ccc(C(c2ccccc2)c2nc(-c3cccnc3)no2)cc1 | -9 | 46 | -3 | 3 | -3 | 3 | -7
N#CC1=C2SCN(c3ccccc3)CN2C(=O)CC1c1ccccc1Cl (configuration not stated) | -4 | -10 | 2 | 3 | -2 | -2 | 1
C[C@H](CO)N1C[C@H](C)[C@@H](CN(C)Cc2ccncc2)OCc2cn(nn2)CCCC1=O | -4 | 11 | 0 | 1[16.7 µM] | -7 | -1 | 18
CCC(C)(C)NC(=O)Cn1c(=O)oc2cc(S(=O)(=O)N3CC(C)CC(C)C3)ccc21 (configuration not stated) | -2 | 1 | -10 | -8 | -16 | -7 | 7
Cn1c(=O)c(C(N)=S)cn(-c2ccccc2)c1=O | 1 | 1 | -6 | -1 | -7 | -2 | 3
O=C(Nc1cc2c(oc1=O)CCCC2=O)c1ccc(Cl)cc1 | x | -13 | 39 | -1 | -1 | x | 1
O=[N+]([O-])c1ccc(N/N=C/c2cccc(O)c2O)cc1 | 1 | 92* | 25 | x | -2 | -2 | -3
O=[N+]([O-])c1ccc(NN=C(C2CC2)C2CC2)c([N+](=O)[O-])c1 | x | 7 | -3 | -2 | x | 0 | 2
Cc1cccc(N2C(=O)C3CCCN3C2=S)c1 (configuration not stated) | -3 | 5 | -6 | -5 | -9 | 2 | 2
CC(=O)N1c2ccc(S(=O)(=O)NCCC(=O)Nc3cccc(Cl)c3)cc2CC1C (configuration not stated) | 5 | -19 | -10 | 2 | 20 | -2 | 3
C[C@@H]1CCCCO[C@@H](CN(C)C(=O)Nc2cccc3ccccc23)[C@H](C)CN([C@H](C)CO)C(=O)c2cc(NS(=O)(=O)c3cn(C)cn3)ccc2O1 | x | x | 12 | -3[16.7 µM] | 28 | x | -13
O=C(COC(=O)CCc1c[nH]c2ccccc12)NC1CCS(=O)(=O)C1 (configuration not stated) | x | -9 | -2 | 0 | 2 | x | -1
O=C(Nc1ccc2c(c1)OCCO2)c1ccc(Cl)cc1 | -7 | -7 | -36 | -10 | -1 | -6 | -22
C[C@@H]1CN([C@H](C)CO)C(=O)Cc2cc(NS(C)(=O)=O)ccc2O[C@H]1CN(C)Cc1ccc(C(F)(F)F)cc1 | 7 | -15 | 2 | -8[16.7 µM] | 4 | -5 | -7
COc1ccc(C(=O)CCN2CCN(c3ccc(OC)cc3)CC2)cc1 | 1 | 4 | -3 | -8 | 3 | -3 | 1
O=C(OCCN=C1NS(=O)(=O)c2ccccc21)c1ccccc1 | x | 0 | -2 | 215* | 0 | x | -11
COCc1cc(=O)[nH]c(-c2ccccc2OC(F)(F)F)n1 | 1 | -11 | 10 | x | -3 | 1 | 2
C[C@H](CO)N1C[C@H](C)[C@H](CN(C)S(C)(=O)=O)Oc2ncc(-c3cc4ccccc4o3)cc2C1=O | x | -1 | 4 | 48[16.7 µM] | -4 | 4 | -2
O=C(CSc1ccccc1)Nc1ccc2sccc2c1 | -5 | -23 | 10 | 2 | -4 | -5 | -1
C[C@H](CO)N1C[C@H](C)[C@H](CN(C)CC2CC2)Oc2ccc(NC(=O)c3ccncc3)cc2CC1=O | -2 | -11 | 6 | -6[16.7 µM] | 7 | 0 | -5
COC(=O)C1=C(C)N(Cc2ccccc2)C(=NCC2CC2)N[C@H]1c1ccccc1 | x | -191 | -12 | 4 | 8 | 3 | 13
O=C(Nc1cccnc1)C1CCCN(S(=O)(=O)c2cccc3nsnc23)C1 (configuration not stated) | x | 2 | 4 | 6 | -1 | x | 1
CC(C)C#Cc1cnc2c(c1)C(=O)N([C@H](C)CO)C[C@@H](C)[C@H](CN(C)Cc1ccccc1)O2 | 0 | 12 | -6 | 23[16.7 µM] | -2 | -3 | -7
O=c1[nH]c(CN2CCN(c3ccccc3)CC2)nc2scc(-c3ccccc3)c12 | 0 | -1 | 4 | -1 | 0 | 5 | 3
CC[C@]12c3[nH]c4ccccc4c3CCN1C(=O)C(CC(=O)NCCCN(C)C)C[C@@H]2C(=O)N1CCN(C(=O)C2CC2)CC1 (some centres not stated) | 1 | 4 | -3 | x | 22 | -3 | -2
CCCCn1c(=O)c2ccccc2c2ccccc2c1=O | x | 6 | -8 | 3 | x | x | 1
C[C@@H]1CCCCO[C@@H](CN(C)Cc2ccncc2)[C@@H](C)CN([C@H](C)CO)C(=O)c2cc(NC(=O)C3CCCCC3)ccc2O1 | -5 | 6 | -2 | -2[16.7 µM] | 2 | 1 | 0
COc1cc(/C=N/NC(=O)c2cc(C)n(-c3ccc(F)cc3)c2C)cc(OC)c1O | -1 | -4 | 2 | 4 | 1 | 5 | -1
CC(C)CC1C(C#N)=C(N)Oc2n[nH]c(-c3ccccc3)c21 (configuration not stated) | x | 10 | 0 | 0 | 0 | x | 1
C[C@@H]1CCCCO[C@@H](CN(C)C(=O)C2CCCCC2)[C@H](C)CN([C@@H](C)CO)C(=O)c2cc(NC(=O)Cc3ccccc3)ccc2O1 | 13 | 57 | 15 | -15[16.7 µM] | -2 | -8 | 1
COc1ccc(CCNC(=O)CCS(=O)(=O)Cc2ccccc2C)cc1OC | 3 | -3 | 6 | 1 | -12 | 6 | -4

Ordered by heavy-atom count (ascending): 3 of the compounds above.
SMILES | SIRT5 block | Statin myotox sup | esBAF inh | miR122 inh | ARNT TACC3 PPI | ERp5 block | Cneo AK release
CCCCn1c(=O)c2ccccc2c2ccccc2c1=O | x | 6 | -8 | 3 | x | x | 1
COc1cc(/C=N/NC(=O)c2cc(C)n(-c3ccc(F)cc3)c2C)cc(OC)c1O | -1 | -4 | 2 | 4 | 1 | 5 | -1
C[C@@H]1CCCCO[C@@H](CN(C)Cc2ccncc2)[C@@H](C)CN([C@H](C)CO)C(=O)c2cc(NC(=O)C3CCCCC3)ccc2O1 | -5 | 6 | -2 | -2[16.7 µM] | 2 | 1 | 0

Additional results follow:
SMILES | SIRT5 block | Statin myotox sup | esBAF inh | miR122 inh | ARNT TACC3 PPI | ERp5 block | Cneo AK release
Cc1noc(/C=C/N(C)C)c1S(=O)(=O)N1CCC(C(=O)Nc2ccc(Cl)cc2)CC1 | -2 | -3 | 1 | x | 1 | 1 | 1
COc1cc(S(=O)(=O)Nc2ccc3c(c2)C(=O)N(C)C3=O)ccc1NC(C)=O | 0 | 9 | -3 | -8 | -7 | 0 | 0
CN(C)CC(=O)Nc1ccc(Oc2ccc(Cl)cc2)cc1 | 1 | x | x | x | 3 | 1 | x
Cc1nc(C/C(=N\N)c2ccc(O)cc2O)cs1 | 0 | x | x | x | -9 | 4 | 0
Cc1ccccc1-c1cc(C(=O)NCc2ccco2)nn1CC1CC(c2cccc([N+](=O)[O-])c2)=NO1 (configuration not stated) | -7 | -3 | -8 | x | 3 | 0 | 8
CC(=O)NC(CCS(C)(=O)=O)C(=O)Nc1cc(C)on1 (configuration not stated) | 11 | -1 | -1 | x | -3 | 2 | -2
CC1C(=O)N2CCCc3cc(S(=O)(=O)NCc4ccc(Cl)cc4)cc1c32 (configuration not stated) | -4 | 8 | -4 | 13 | -2 | 5 | 4
CCCNC(=O)N(C)C[C@@H]1Oc2ncc(C#C[C@H](C)O)cc2C(=O)N([C@@H](C)CO)C[C@@H]1C | 5 | x | -4 | -1[16.7 µM] | -7 | -3 | -4
CO[C@H]1CN(C)C(=O)c2cc(NS(=O)(=O)c3cccc(C)c3)ccc2OC[C@@H](C)NC[C@H]1C | 2 | -7 | -2 | 23[16.7 µM] | -4 | -7 | 0
O=C(c1ccncc1)N1C[C@@H]2[C@H](c3ccccc31)[C@@H](CO)N2C(=O)c1ccccn1 | -2 | 8 | 1 | -14[16.7 µM] | 4 | -1 | 1
CCOc1ccc(NC(=O)C2CC(=O)N(CC)C(=Nc3ccc4c(c3)OCO4)S2)cc1 (configuration not stated) | x | -40 | 8 | -2 | 0 | x | 17
Cc1cc(C)c(-c2cc(C)nc3ncnn23)c(C)c1 | -1 | x | x | x | -4 | -6 | 0
c1ccc(SC23CC4CC(CC(C4)C2)C3)nc1 | 1 | 2 | -5 | -2 | x | 0 | 2
Cc1ccc(Cl)cc1NC(=O)C1CCCCC1C(=O)O (configuration not stated) | -9 | x | x | -2 | 8 | 9 | x
COc1ccc(NC(=O)c2sc3nc(C)cc(C)c3c2N)c(OC)c1 | -2 | x | x | -3 | x | 4 | 12

Source: PubChem BioAssay (Broad Institute)
